# Screens (PubChem)
# CSN inh: inhibitors of human CSN-mediated cullin deneddylation. Purified CSN, SCF-Nedd8-OG deneddylation, fluorescence polarization. inhibition, % at 12.5 µM. AID 651999. Q92905. 0.38% of 360,000 active;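 active means pattern-corrected inhibition above about 35%, with an unprinted fluorescence ratio check between 0.5 and 1.5, limit read from the data, passing the limit was not always enough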;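 further: 0% = enzyme with substrate and 100% = substrate without enzyme; some results filed as inactive read as strong as hits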
# Target sequence (Q92905 whole entry, looked up, one chain of several): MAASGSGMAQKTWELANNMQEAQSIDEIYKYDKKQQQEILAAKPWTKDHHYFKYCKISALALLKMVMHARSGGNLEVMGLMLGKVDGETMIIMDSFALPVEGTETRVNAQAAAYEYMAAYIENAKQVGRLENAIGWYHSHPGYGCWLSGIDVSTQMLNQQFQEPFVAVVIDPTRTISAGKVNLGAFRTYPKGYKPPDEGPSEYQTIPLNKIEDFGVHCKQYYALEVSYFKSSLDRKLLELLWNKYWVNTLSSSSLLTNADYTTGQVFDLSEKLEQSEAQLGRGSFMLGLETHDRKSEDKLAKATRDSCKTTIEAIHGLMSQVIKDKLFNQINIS
#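 Detection – fluorescence polarization · System – HEK293T-derived human Csn5 enzyme · Controls – substrate-only high control, full reaction low control · Timing – 90 min, room temperature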
# STEP inh: STEP (human) phosphatase inhibition; 0.25% of 360,000 active; inhibition, % at 20 µM; recombinant STEP, OMFP fluorogenic substrate, fluorescence; AID 588621;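 active means inhibition at 20 µM, scaled per plate between control wells, above about 37%, limit read from the data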;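 further: 0% = DMSO with enzyme and substrate and 100% = substrate only without enzyme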
#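 Material: STEP (striatal-enriched tyrosine phosphatase) enzyme, cell-free; Compound dosing: 20 µM single dose in 1% DMSO; Technique: fluorescence read at 480 nm ex / 540 nm em; Times: reaction 20 min, ambient temperature; Medium: 50 mM Bis-Tris pH 6.0 with 2.5 mM DTT and 0.005% Tween 20; Also added: OMFP at 25 µM.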
# Scp1 inh: inhibitors of human Scp-1 phosphatase; inhibition, % at 20 µM; Q9GZU7; Recombinant Scp1, phosphopeptide, malachite green phosphate absorbance; AID 493091; 0.88% of 340,000 active;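 active means inhibition above about 50% at 20 µM, limit read from the data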;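 further: plate controls were DMSO wells with enzyme for no effect and wells lacking enzyme for full effect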
# Target sequence (Q9GZU7 76-261 limits assumed): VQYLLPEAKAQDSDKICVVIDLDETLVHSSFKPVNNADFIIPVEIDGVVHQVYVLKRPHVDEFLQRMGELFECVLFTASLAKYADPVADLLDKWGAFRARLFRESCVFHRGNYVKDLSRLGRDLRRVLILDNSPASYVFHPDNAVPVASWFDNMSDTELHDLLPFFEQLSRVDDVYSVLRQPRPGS
#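 Material – SCP-1 phosphatase catalytic domain, residues 76-261 · Buffer or medium – Acidic Tris acetate buffer with magnesium and detergent · Also added – Phospho 17-mer peptide substrate · Compound – single 20 µM dose, 1% DMSO · Times – 45 min room-temperature reaction, 5 min colour, 30 min stabiliser · Technique – Phosphate-binding colour reagent, absorbance read at 630 nm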
# LMPTP block: LMPTP (human) inhibition. recombinant LMPTP-A, OMFP fluorogenic substrate, fluorescence intensity. inhibition, % at 20 µM. 0.22% of 360,000 active. P24666;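 active means compounds that cut the enzyme signal by at least half of the control window in the single-dose screen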;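 further: plate controls were DMSO wells with enzyme plus substrate for no effect and substrate without enzyme for full effect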
#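 Assay system: LMPTP-A phosphatase enzyme | Input: 0.625 nM enzyme | Also added: Fluorogenic phosphatase substrate OMFP at 400 µM final | Compound dosing: One test concentration per compound, 20 µM, with 3% DMSO overall | Schedule: 50 min enzyme reaction at room temperature, protected from light | Signal: Fluorescence intensity | Benchmarks: no-enzyme and uninhibited controls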
# NadD block: NadD (S. aureus) enzyme inhibition. inhibition, % at 20 µM. purified NadD enzyme, colorimetric absorbance read-out. 0.78% of 360,000 active. AID 602399; in the data active means inhibition above about 26%; further: some compounds past the cut are filed as inactive
# TbMetRS inhib: blocks T. brucei methionyl-tRNA synthetase activity; AID 624268; 0.4% of 360,000 active; inhibition, % at 11.9 µM; purified T. brucei MetRS, ATP depletion, Kinase-Glo luminescence;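 active means inhibition above a per-plate cutoff of the control wells' mean inhibition plus 3 SD, cut at about 5.5% in these data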;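 further: 0% = DMSO wells median and 100% = median of wells with control inhibitor compound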
#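 Dosing: 11.9 µM single point; system: parasite MetRS enzyme; technique: luminescence of leftover ATP; times: 15 min enzyme-compound preincubation, 2 h reaction, 10 min detection, 25 °C; replicates: each compound tested once; read-out basis: percent inhibition relative to median high and low control wells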
# SUMO1-SIM PPI: modulators of human SUMO1-mediated protein-protein interactions; P63165; SUMO1 binding to a labelled peptide, TR-FRET, 1 h; inhibition, % at 20 µM; 0.33% of 360,000 active; AID 602429; in the data active means inhibition above about 37%
# Target sequence (P63165 whole entry, looked up): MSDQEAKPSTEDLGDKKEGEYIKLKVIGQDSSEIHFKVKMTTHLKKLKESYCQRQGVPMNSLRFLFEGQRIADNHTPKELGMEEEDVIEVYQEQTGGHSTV
# MLLE-PAM2 inh: inhibitors of microRNA-mediated deadenylation, human PABP1 MLLE binding; P11940; GST-MLLE / FITC-PAM2 fluorescence polarization; inhibition, % at 20 µM; 0.36% of 360,000 active; AID 588489; in the data active means inhibition above about 35%, passing the limit was not always enough;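 further: plate controls were DMSO wells with GST-MLLE for no effect and wells lacking GST-MLLE protein for full effect; some results filed as inactive read as strong as hits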
# DNMT1 block: blocks human DNA methyltransferase DNMT1 | AID 588458 | inhibition (reported as % activation of signal), % at 10 µM | 0.83% of 360,000 active | DNMT1 molecular beacon, Hinp1I cleavage, fluorescence | P26358; in the data active means inhibition above about 50%
# Rpn11 inh: inhibitors of human proteasome Rpn11; 0.59% of 360,000 active; human 26S proteasome, Ub4-pepOG fluorescence polarization; 20S core pre-blocked with epoxomicin; calls only at 20 µM; O00487;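 active means inhibition at 20 µM, scaled to each plate's controls, above about 33%, limit read from the data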
# Target sequence (O00487 whole entry, looked up): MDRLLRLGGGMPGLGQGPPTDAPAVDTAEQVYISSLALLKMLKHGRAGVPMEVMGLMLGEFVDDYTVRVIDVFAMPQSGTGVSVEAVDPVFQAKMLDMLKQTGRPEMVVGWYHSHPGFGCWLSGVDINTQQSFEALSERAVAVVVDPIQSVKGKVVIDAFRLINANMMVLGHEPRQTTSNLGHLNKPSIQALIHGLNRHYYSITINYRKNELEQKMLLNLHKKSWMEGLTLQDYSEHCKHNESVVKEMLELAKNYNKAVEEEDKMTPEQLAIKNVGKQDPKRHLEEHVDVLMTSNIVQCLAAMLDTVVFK
# * = called active by the depositor; i = inactive; . = not tested or not shown.
SMILES,CSN inh,STEP inh,Scp1 inh,LMPTP block,NadD block,TbMetRS inhib,SUMO1-SIM PPI,MLLE-PAM2 inh,DNMT1 block,Rpn11 inh
Cc1nc(C)c(-c2ccc(SCc3ccccc3C)nn2)s1,4,0,-2,2.2,1,0.1,-11,-7,-5,i
CCOC(=O)CSc1nnc(-c2c[nH]c3ccccc23)o1,-5,0,-7,0.6,-5,0.1,-3,-11,-2,i
CN(CCc1ccccc1)C(=O)c1ccc(NC(=O)Cc2ccc(NC(=O)C3CCCN(C(=O)C4CCCCC4)C3)cc2)cc1 (centres undefined),-3,-2,-8,-0.6,4,-1.6,1,-8,-4,i
Cc1ccc(C(=O)N/C(=C/C=C\c2ccccc2)C(=O)NCc2ccco2)cc1,2,2,-5,-0.1,-4,0.0,-11,-4,-3,i
O=C(CCS(=O)(=O)c1cccc2nonc12)NC1CCCCCC1,-3,-5,-4,0.1,-6,-0.5,-22,-8,4,i
CCCCN(C(=O)c1cc(OC)c(OC)c(OC)c1)C1=CC2CCC(C1)N2C (centres undefined),0,-1,-2,-1.4,0,-0.9,-4,4,3,i
Cc1ccccc1OCC(=O)Nc1ccc(N2CCN(C(=O)C(C)C)CC2)c(Cl)c1,-5,5,-5,0.2,-6,0.3,-1,4,-9,i
CCc1nc2c(OCCn3cccc3)cccn2c1N(C)C(=O)c1ccc(C)cc1,-6,-1,.,1.1,13,-0.3,1,-5,0,i
C=CCn1c(N)cc(=O)nc1SC(C)C(=O)Nc1ccc(C(=O)OCC)cc1 (centres undefined),5,-4,2,-0.7,-2,-0.6,6,-6,2,i
Cc1ccc(S(=O)(=O)N(C)C)cc1NC(=O)c1cc(-c2ccncc2)nc2ccccc12,1,2,5,1.3,18,-0.1,-20,-20,-18,i
CCCn1c(SCC(=O)Nc2cccc(C)n2)nnc1C(C)C,-7,0,1,-2.5,-7,-0.8,-2,10,1,i
COc1ccc2c(Cl)c(C(=O)OCC(=O)c3ccc4c(c3)NC(=O)CO4)sc2c1Cl,0,-1,16,4.5,40*,-0.8,9,-14,5,i
CC(C)N(C(=O)[C@H]1C[C@H](CC(=O)NCCc2ccccn2)C(=O)N2CCc3c([nH]c4cc(-c5ccco5)ccc34)[C@]12C)C(C)C,1,-1,7,-3.5,-8,-0.3,-2,-5,-6,i
COc1ccc(S(=O)(=O)N(C)CC(=O)NCc2cccnc2)cc1Cl,3,-6,-2,-0.8,-3,-1.5,1,-4,3,i
CCN(CC(=O)Nc1ccc2c(c1)OCCO2)C(=O)COc1ccc(C(C)=O)cc1,0,1,.,-1.8,4,0.3,2,1,0,i
COc1cc(C(C)=O)ccc1OCc1cn(CC(=O)c2ccc(O)cc2)nn1,6,1,1,-1.5,10,-0.7,10,-3,47,i
Cc1n[nH]c(C)c1CCC(=O)N/N=C/c1c(C)[nH]c2ccccc12,0,-1,-4,-0.4,2,-0.6,0,5,0,i
CCn1c(CCNC(=O)c2ccc(C)cc2)n[nH]c1=S,1,-2,-8,-1.3,-1,0.1,-1,-25,0,i
COc1ccc(NC(=O)CCC(=O)N/N=C/c2ccncc2)cc1,4,-2,-11,-1.4,-1,0.8,6,-7,0,i
Cn1cccc1/C=N/n1c(-c2ccc(Cl)cc2)n[nH]c1=S,-4,3,-6,1.1,4,-0.7,1,-30,-4,i
O=C1CCc2cc(S(=O)(=O)N3CCCCC3)cc3c2N1CC3,-9,0,-1,0.9,-3,-0.3,10,13,6,i
CCCCn1c(SCC(=O)N2CCCc3ccccc32)nc2c1c(=O)n(C)c(=O)n2C,-7,1,-6,0.0,-10,-1.3,3,-3,-3,i
CC1=C(C(=O)OCC2CCCCC2)C(c2ccccc2F)NC(=O)N1 (centres undefined),-4,-1,-4,0.0,1,-0.4,4,0,6,i
COc1ccccc1N1CCN(C(=O)CSc2nc3ccccc3nc2N2CCCCC2)CC1,-1,1,-7,9.5,7,-0.3,6,8,-10,i

# Rewritten with values under each structure: entries from further up.
# Each structure is followed by: CSN inh	STEP inh	Scp1 inh	LMPTP block	NadD block	TbMetRS inhib	SUMO1-SIM PPI	MLLE-PAM2 inh	DNMT1 block	Rpn11 inh
> COc1cc(C(C)=O)ccc1OCc1cn(CC(=O)c2ccc(O)cc2)nn1
→ 6	1	1	-1.5	10	-0.7	10	-3	47	i
> Cc1n[nH]c(C)c1CCC(=O)N/N=C/c1c(C)[nH]c2ccccc12
→ 0	-1	-4	-0.4	2	-0.6	0	5	0	i

# (cont.)
SMILES,CSN inh,STEP inh,Scp1 inh,LMPTP block,NadD block,TbMetRS inhib,SUMO1-SIM PPI,MLLE-PAM2 inh,DNMT1 block,Rpn11 inh
CCCCn1c(N)c(N(CCC(C)C)C(=O)CSc2nnc(Nc3ccccc3)s2)c(=O)[nH]c1=O,-12,-1,-3,-5.5,7,5.0,-3,-19,0,i
Cc1ccc(Nc2cc(C(=O)NCCCN3CCOCC3)c3ccccc3n2)cc1C,4,0,-4,-0.3,-7,0.0,-6,-8,2,i
Cc1cc(C)n(CCNC(=O)c2cc(COc3ccc4ncccc4c3)on2)n1,2,6,-1,2.0,-6,-1.0,-3,-6,17,i
Cc1ccc(NCc2n[nH]c(=S)n2-c2ccccc2)c(C)c1,4,-1,-1,0.1,2,-0.9,-1,-8,2,i
Cc1ccc2ccc(C(Nc3ccccn3)c3ccccc3)c(O)c2n1 (centres undefined),-5,4,-13,2.8,-3,-0.3,-11,10,-11,i
COc1ccccc1-c1ccc(SCc2cccc(F)c2)nn1,-1,2,1,1.0,7,-0.4,0,-5,-2,i
CCOC(=O)C1(Cc2ccccc2C#N)CCCCC1=O (centres undefined),-2,-3,-1,-1.5,0,-0.2,14,-13,3,i
COc1ccc(NC(=O)CSc2n[nH]c(C)c2[N+](=O)[O-])cc1,0,0,-9,-1.4,-4,-0.2,-9,-6,-2,i
O=C(CCC(=O)c1ccc(F)cc1)NC1CCCN(Cc2ccccc2F)C1 (centres undefined),1,-6,1,-1.3,-5,-1.0,4,-20,3,i
Cc1cc(C)n2[nH]c(=O)c(N=Nc3ccc(S(N)(=O)=O)cc3)c2n1,-6,2,11,5.5,-2,-1.0,-33,-22,1,i
O=c1[nH]c(CN2CCN(S(=O)(=O)c3ccc(Cl)cc3)CC2)nc2cc(Cl)ccc12,0,3,0,0.0,4,-1.2,0,11,0,i
COC(=O)/C(C#N)=C/c1c(N2CCN(c3ccccc3)CC2)nc2c(C)cccn2c1=O,-1,0,-7,3.4,2,-0.4,-9,-8,-3,i

# Some of these compounds in order of their number in DNMT1 block, lowest first.
SMILES,CSN inh,STEP inh,Scp1 inh,LMPTP block,NadD block,TbMetRS inhib,SUMO1-SIM PPI,MLLE-PAM2 inh,DNMT1 block,Rpn11 inh
COC(=O)/C(C#N)=C/c1c(N2CCN(c3ccccc3)CC2)nc2c(C)cccn2c1=O,-1,0,-7,3.4,2,-0.4,-9,-8,-3,i
COc1ccccc1-c1ccc(SCc2cccc(F)c2)nn1,-1,2,1,1.0,7,-0.4,0,-5,-2,i
CCCCn1c(N)c(N(CCC(C)C)C(=O)CSc2nnc(Nc3ccccc3)s2)c(=O)[nH]c1=O,-12,-1,-3,-5.5,7,5.0,-3,-19,0,i

# (cont.)
SMILES,CSN inh,STEP inh,Scp1 inh,LMPTP block,NadD block,TbMetRS inhib,SUMO1-SIM PPI,MLLE-PAM2 inh,DNMT1 block,Rpn11 inh
Cc1ccc(-c2cnc3ccccc3n2)cc1C,1,0,-4,1.6,-9,-1.4,-22,-9,0,i
Cn1c(C(=O)OCC(=O)NCc2ccco2)cc2sccc21,2,-7,25,-0.3,11,-0.3,2,17,4,i
COC(=O)N/N=C1\CCCc2ccccc21,-4,-3,-7,-0.5,0,0.7,0,-3,2,i
CCCCn1c(N)c(N(CCOC)C(=O)c2cnccn2)c(=O)[nH]c1=O,-4,0,-4,-1.1,4,-0.3,2,-1,5,i
COc1ccccc1CNC(=O)COC(=O)c1cnccn1,4,2,43,-1.0,4,-0.3,-1,14,0,i
CC(C)OC(=O)Nc1ccc2c(c1)N(C(=O)CCN1CCN(CCO)CC1)c1ccccc1CC2,-4,-2,3,-2.0,-5,-0.9,-2,-8,0,i
Nc1nc(NC(=O)c2ccc(F)cc2)ns1,1,0,-8,1.2,1,-0.3,5,-10,6,i
COc1cccc(CNC(=O)CCCn2c(=S)[nH]c3cc4c(cc3c2=O)OCO4)c1,4,-1,-11,0.3,4,-0.3,-68,-95,0,i
COC(=O)c1cccc(NC(=O)Nc2ccc(Cl)cc2Cl)c1,6,-1,-17,-0.5,-7,-0.5,2,3,0,i
C=CCSc1nc(=O)n2ccccc2n1,-6,-4,1,-0.4,-3,0.2,3,13,1,i
CCn1c(SCC(=O)N2CCC(C)CC2)nc2c1c(=O)n(C)c(=O)n2C,2,-2,9,-0.1,-2,-1.2,5,1,0,i
COc1ccc(CNC[C@H]2O[C@@H](n3cnc4c(N)ncnc43)[C@H](O)[C@@H]2O)cc1OC,-5,-1,-4,-1.5,2,-1.8,-1,-4,3,i
CC(=O)Nc1ccc(N/C=C(\C=O)c2nc3ccccc3o2)cc1,3,0,5,0.0,0,-0.9,-13,0,2,i
CC(C)(C)NC(=O)C(=O)NCc1ccccn1,-6,-4,-3,-0.9,7,0.5,-4,-1,2,i
Cc1ccc(-c2nc(NCc3ccco3)n(C(=O)c3ccco3)n2)cc1,0,11,-5,1.4,-1,-1.1,-2,-3,-1,i
Cn1cnnc1SCC(=O)c1c(N)n(Cc2ccccc2)c(=O)n(C)c1=O,-5,2,-8,2.7,1,-1.5,3,3,16,i
CC(C)(C)NC(=O)C(c1ccc(O)cc1)N(Cc1ccc2c(c1)OCO2)C(=O)CCl (centres undefined),-5,-2,.,-1.3,-2,0.2,-3,-6,0,i
CC(C)(C)c1[nH]nc2c1C(c1ccc(OC(=O)c3ccco3)cc1)C(C#N)=C(N)O2 (centres undefined),-4,1,-5,-0.5,-6,-0.7,-2,-3,-10,i
CCc1ccc(NC(=O)[C@H](C)NC(=O)C2CCN(C(=O)[C@@H](NC(=O)OC(C)(C)C)C(C)C)CC2)cc1,5,-2,33,-1.2,0,0.1,-5,6,0,i
CC(C)(C)NC(=O)C1c2ccccc2OCC(=O)N1CCCN1CCOCC1 (centres undefined),7,.,.,-2.1,8,0.1,3,.,.,.
COc1ccc(OC)c(C(c2nnnn2CCc2ccccc2)N2CCN(c3ccccc3)CC2)c1 (centres undefined),-3,1,3,4.5,1,-0.5,-3,7,-5,i
CC(Sc1ncccn1)C(=O)N1CCc2ccccc21 (centres undefined),1,0,13,0.0,2,-0.5,-3,-19,-1,i

# Compounds as they come; about 3.6% have a hit in one of these screens.
